Bioassay records deposited in PubChem BioAssay by several laboratories.
EBV LMP1 NFkB – reduces LMP1-driven NF-kappaB luciferase signal. inhibition, % at 12.5 µM. LMP1-induced NF-kappaB luciferase reporter cells, luminescence. AID 504558. hit rate 0.69% among 350,000; in the data active means inhibition above about 41%;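 further: 0% = neutral control wells and 100% = reference inhibitor control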
MC4R antag cAMP – human MC4R antagonism in cAMP assay; P32245; MC4R-expressing cells, MTII-stimulated cAMP, LANCE TR-FRET; inhibition, % at 6.5 µM; hit rate 0.48% among 360,000; AID 540295;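 active means inhibition above its plate's cutoff, the mean of tested wells on that plate plus 3 SD, cut at about 29% in these data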;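 further: 0% = Melanotan II alone and 100% = Melanotan II plus saturating MCL0020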
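material = U2OS cells stably expressing human melanocortin 4 receptor (MC4R) | also added = Melanotan II challenge | dosing = single nominal compound dose of 6.5 µM | detection = TR-FRET with Eu-cAMP and labeled anti-cAMP, 671 nm | replication = singlicate | timing = compound 30 min, challenge 1 h, detection 1 h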
MC4R barr agon – human MC4R agonism via beta-arrestin; P32245; U2OS MC4R beta-arrestin complementation, luminescence; percent of melanotan II response, DMSO zero; activation, % at 8.9 µM; hit rate 0.98% among 360,000;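 active means activation above a per-plate cutoff, the mean activation of sample wells on that plate plus 3 SD, cut at about 8% in these data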
NCOA1 inh – human NCOA1 inhibition; Q15788; HEK293 GAL4-SRC1 luciferase reporter, luminescence; inhibition, % at 3.6 µM; hit rate 0.12% among 360,000;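 active means inhibition above the campaign mean plus 3 SD, with each screening campaign given its own cutoff, cut at about 60% in these data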;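 further: 0% = DMSO treated cells and 100% = gossypol at 36 µM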
COUP-TFII inh – blocks human COUP-TFII nuclear receptor; HEK293T NGFI-A luciferase reporter, luminescence; inhibition, % at 8.6 µM; hit rate 0.7% among 370,000;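 active means inhibition above a per-plate cutoff, mean inhibition of test wells between control levels plus 3 SD, cut at about 38% in these data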;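 further: cells cotransfected with COUP-TFII expression vector driving the NGFI-A reporter; 0% = median of COUP-TF2 test wells and 100% = reporter-only cells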
SRC2 inh – inhibits human steroid receptor coactivator 2; Q15596; HEK293 GAL4-SRC2 luciferase reporter, luminescence; inhibition, % at 9 µM; hit rate 0.17% among 370,000; AID 651957;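 active means inhibition above the mean inhibition of all tested compounds plus 3 SD, set per campaign, cut at about 52% in these data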;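 further: 0% = DMSO treated cells and 100% = cells given Gossypol at 36 µM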
LRH-1 inv ag – inverse agonists of human LRH-1 (NR5A2); inhibition, % at 3.6 µM; AID 602396; HEK293T StAR-luciferase reporter, LRH-1 transfected, 24 h; O00482; hit rate 0.13% among 360,000;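 active means inhibition above the mean inhibition of all tested compounds plus 3 SD, cut at about 73% in these data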;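 further: 0% = DMSO wells and 100% = reporter-only cells lacking LRH-1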
ABHD5-PLIN5 inh – ABHD5-PLIN5 protein interaction inhibition. Q00G26+Q8WTS1. Split G. princeps luciferase complementation, luminescence, 4 h. inhibition, % at 4 µM. hit rate 0.78% among 360,000. AID 602281;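 active means inhibition above the mean inhibition across every tested compound plus 3 SD, cut at about 22% in these data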;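 further: 0% = DMSO only wells and the 100% control is not disclosed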
TLR9-MyD88 block – inhibitors of human TLR9-MyD88 binding | CHO BLA complementation TLR9-MyD88, CCF4 FRET ratio | hit rate 0.21% among 340,000 | Q9NR96+Q99836 | inhibition, % at 4.98 µM | AID 504734;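 active means inhibition above the mean over all tested compounds plus 3 SD, cut at about 21% in these data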;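 further: 0% = DMSO only wells and 100% = clavulanate BLA inhibitor control wells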
Target sequence (Q99836 whole entry, looked up): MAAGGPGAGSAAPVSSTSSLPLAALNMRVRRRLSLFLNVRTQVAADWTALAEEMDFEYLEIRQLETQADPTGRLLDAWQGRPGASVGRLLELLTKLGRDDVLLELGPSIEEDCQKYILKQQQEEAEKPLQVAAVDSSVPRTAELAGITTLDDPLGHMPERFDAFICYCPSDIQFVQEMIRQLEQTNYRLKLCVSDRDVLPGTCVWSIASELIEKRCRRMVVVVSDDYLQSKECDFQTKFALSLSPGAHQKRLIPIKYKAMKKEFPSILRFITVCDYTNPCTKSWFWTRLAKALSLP
Target sequence (Q9NR96 whole entry, looked up): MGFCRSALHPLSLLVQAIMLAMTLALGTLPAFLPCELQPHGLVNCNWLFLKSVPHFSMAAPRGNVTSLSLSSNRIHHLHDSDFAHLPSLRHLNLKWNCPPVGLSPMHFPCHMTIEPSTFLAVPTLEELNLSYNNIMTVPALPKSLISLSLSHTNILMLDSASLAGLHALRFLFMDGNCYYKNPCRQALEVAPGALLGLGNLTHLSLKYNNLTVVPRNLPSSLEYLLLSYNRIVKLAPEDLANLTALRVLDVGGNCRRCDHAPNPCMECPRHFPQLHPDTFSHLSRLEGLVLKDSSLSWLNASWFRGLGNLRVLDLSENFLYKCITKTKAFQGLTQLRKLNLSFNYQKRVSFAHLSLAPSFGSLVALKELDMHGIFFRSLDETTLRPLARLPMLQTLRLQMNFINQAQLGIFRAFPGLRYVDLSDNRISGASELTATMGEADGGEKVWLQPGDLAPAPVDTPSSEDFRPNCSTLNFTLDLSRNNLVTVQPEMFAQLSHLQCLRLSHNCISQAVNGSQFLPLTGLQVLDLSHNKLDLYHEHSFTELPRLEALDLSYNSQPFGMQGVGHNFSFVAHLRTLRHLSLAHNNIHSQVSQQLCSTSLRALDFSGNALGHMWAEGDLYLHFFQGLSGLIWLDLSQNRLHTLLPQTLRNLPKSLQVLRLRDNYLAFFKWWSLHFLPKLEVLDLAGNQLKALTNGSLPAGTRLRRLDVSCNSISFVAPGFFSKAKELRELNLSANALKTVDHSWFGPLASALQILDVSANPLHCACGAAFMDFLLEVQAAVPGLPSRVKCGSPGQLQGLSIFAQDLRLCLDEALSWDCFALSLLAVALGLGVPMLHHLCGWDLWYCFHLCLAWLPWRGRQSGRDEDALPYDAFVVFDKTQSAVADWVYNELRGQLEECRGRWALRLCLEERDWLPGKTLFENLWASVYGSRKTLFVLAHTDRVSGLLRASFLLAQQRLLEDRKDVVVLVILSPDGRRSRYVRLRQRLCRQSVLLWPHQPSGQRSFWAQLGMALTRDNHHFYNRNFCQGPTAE
NOD2 RIPK2 PPI – inhibitors of human NOD2-RIPK2 interaction; O43353; CHO BLA complementation NOD2-RIPK2, CCF4 ratio; inhibition, % at 4.98 µM; hit rate 0.38% among 360,000; AID 624267; in the data active means inhibition above about 21%;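 further: 0% = vehicle only and 100% = reference blocker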
NCOA3 inh – inhibitors of human steroid receptor coactivator 3 (SRC3); HEK293 GAL4-SRC3 luciferase reporter, luminescence; inhibition, % at 3.6 µM; hit rate 0.17% among 360,000;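 active means inhibition above a per-campaign cutoff, the mean of all compounds plus 3 SD, cut at about 60% in these data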;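 further: 0% = DMSO-treated cells and 100% = gossypol-treated cells at 36 µM; higher means less SRC3-driven luciferase light from the GAL4 reporter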
The depositor's hits bear a star; nt = not tested or not shown.

Screens in order – EBV LMP1 NFkB	MC4R antag cAMP	MC4R barr agon	NCOA1 inh	COUP-TFII inh	SRC2 inh	LRH-1 inv ag	ABHD5-PLIN5 inh	TLR9-MyD88 block	NOD2 RIPK2 PPI	NCOA3 inh
Cc1ccc(C2=C/C(=C\c3cccnc3)C(=O)O2)cc1
    43*	-4	-0.8	0	-11	1	-2	4	1	5	8
Cc1ccc(O)c(C=Nc2ccc3[nH]ncc3c2)c1
    -1	-1	-1.0	21	-14	10	10	-3	-5	12	19
COc1ccc2cc(C(C)c3nc4ccccc4c(=O)n3N)ccc2c1 (stereo not given)
    5	4	4.5	11	3	1	17	7	-11	-8	14
COc1ccc(CC(=O)O/N=C(\N)c2cccc([N+](=O)[O-])c2)cc1
    0	5	-4.1	-12	-9	-10	5	-10	0	-4	10
O=C(COC(=O)c1cc(Cl)ccc1O)NCCNC(=O)COC(=O)c1cc(Cl)ccc1O
    1	1	-0.8	11	-7	13	-7	7	1	-4	-2
CCn1c(CN2CCOCC2)nnc1SCC(=O)Nc1ccc(C)cc1
    1	2	-3.3	-50	-16	-21	-5	-1	-8	-3	25
CCOc1ccc(/C=N/OCC(=O)Nc2ccc(OCc3ccccc3)cc2)cc1OC
    -1	12	13*	-17	-1	15	-10	8	-7	-28	15
c1ccc(-c2nnc(CN3CCC4(CC3)OCCO4)o2)cc1
    -9	5	-0.8	-28	-2	-22	-15	10	3	-2	-17
CC(c1ccco1)N(C(=O)C12CC3CC(CC(C3)C1)C2)c1ccccn1 (stereo not given)
    0	12	0.1	-9	17	13	1	2	2	1	7
CCC(C)(C)NC(=O)C(c1ccc(OC)cc1)N(CC1CCCO1)C(=O)CCC(=O)Nc1cc(C)on1 (stereo not given)
    4	13	-1.8	15	11	-11	-7	4	-4	-12	17
CS(=O)(=O)NNC(=O)C1Cc2c(ccc3ccccc23)O1 (stereo not given)
    4	8	-1.1	7	-9	19	-18	0	-12	-12	5
NC(=O)CC[C@H](NC(=O)c1ccc(F)cc1)C(=O)OCC(=O)NCc1ccc(F)cc1
    -9	5	-3.0	-56	-1	-32	2	0	-10	-3	19
NC(=O)c1ncc(C(F)(F)F)cc1Oc1cccnc1
    9	12	2.5	-4	6	8	6	3	-1	-14	11
CC(C)NC(=O)C1(C)CCCN1C(=O)c1ccccc1Br (stereo not given)
    nt	-2	-0.8	1	-13	-21	1	0	nt	-7	13
CCCCOc1ncnc2c1[nH]c1ccc(OCC)cc12
    1	1	-0.9	-6	-15	-17	-21	3	15	-14	2
O=C(Nc1ccc(S(=O)(=O)N2CCCCC2)cc1)c1ccco1
    -37	8	-0.4	-2	-10	-20	1	-1	12	-14	-6
O=C(CSc1nc(=O)n(CCN2CCOCC2)c2c1CCCC2)Nc1ccc(F)cc1F
    2	2	-0.1	-13	5	8	1	-2	-1	-2	16
CCOc1ccc(-c2onc(C(F)(F)F)c2-c2cscn2)c(O)c1
    2	8	1.0	6	16	24	6	-7	12	6	7
CCOC(=O)c1ccc(COC(=O)c2nonc2N)cc1
    -4	-5	-1.2	-2	-5	-21	33	1	3	0	-3
COc1cccc(CNC(=O)c2ccc(Cl)c(S(=O)(=O)N3CCOCC3)c2)c1
    -2	7	0.1	-16	1	2	3	6	2	5	-27
COc1ccc(CNc2ccc(N3CCOCC3)cc2)cc1
    -3	1	-0.9	-2	-15	-2	3	-4	-3	3	-36
CNCc1ccccc1Sc1ccc(O)c(O)c1
    -4	-9	-1.5	11	11	19	11	23*	-6	6	8
CCOc1ccc(C(=O)NC(C(=O)NCC2CCCO2)C(C)C)cc1 (stereo not given)
    -2	6	-1.1	3	5	6	10	-4	4	-9	-5
COc1ccc(N2CC(C(=O)N3CCC4(CC3)CC(=O)c3ccccc3O4)CC2=O)cc1 (stereo not given)
    10	6	-1.2	0	14	9	-1	3	-8	-6	3
Cc1cc(C)nc(NC(=O)/C=C/c2ccccc2Cl)c1
    -16	-2	1.6	-51	-26	-28	-109	-2	2	-8	-74
COc1ccccc1-c1c(C)nn2c(N3CCOCC3)cc(C)nc12
    5	3	-0.3	12	-7	17	6	2	2	-11	3
O=C(CC1CCCCC1)NCc1ccco1
    -5	11	-3.0	6	-18	-6	-15	-4	1	-7	4
O=c1[nH][nH]c(C(F)(F)F)c1C=Nc1cccc(Cl)c1
    4	9	-1.7	-7	-8	19	8	-3	2	-1	12
O=c1[nH]c(CSc2nnc(-c3ccncc3)n2Cc2ccco2)nc2ccccc12
    -1	16	2.8	14	9	-16	-1	-1	-11	4	6
CC(=NCCN1CCN(C(=S)Nc2ccccc2)CC1)C1=C(O)CC(C)(C)CC1=O
    -2	-5	-0.6	-15	-7	-24	4	4	7	-3	13
O=C(CSc1ccc2ccccc2n1)NC1CC1
    -3	4	-0.8	-29	-9	-7	-4	6	-19	1	13
Cc1noc(C)c1C(=O)N1CCCC(C(=O)c2ccc(Cl)cc2)C1 (stereo not given)
    -4	9	-2.3	-18	-17	-3	-14	-6	8	-4	16
CC(=O)N1CCN(CC(=O)Nc2ccccc2Sc2ccc(Cl)cc2)CC1
    -8	5	2.8	-1	5	-1	-5	1	-10	1	3
COc1ccc(NC(=O)CNC(=O)c2sc3ccccc3c2Cl)c(OC)c1
    5	1	2.2	-11	3	-36	-16	2	13	-5	0
CC(=O)Nc1ccc(NC(=O)COC(=O)c2cnccn2)cc1
    -3	6	-4.4	4	2	9	18	9	8	-12	18
O=C(CCNS(=O)(=O)c1ccc(Cl)cc1)NCc1cccnc1
    3	8	1.4	-2	6	14	7	-2	-2	-5	8
Cc1noc(C)c1S(=O)(=O)Nc1ccc2c(c1)C(=O)N([C@H](C)CO)C[C@H](C)[C@@H](CN(C)Cc1ccc(C(=O)O)cc1)O2
    -2	1	-1.6	-7	-2	-45	-31	-4	1	-5	20
CC(C)(C)c1ccc(CC(=O)N2CCC2(C)C(=O)NS(=O)(=O)c2ccccc2Cl)cc1 (stereo not given)
    nt	7	-0.8	11	4	7	-33	3	nt	2	-9
CCOc1cc(CNCc2ccc(C(=O)O)cc2)ccc1OC
    -2	1	1.8	-1	10	22	3	0	-11	-6	4
Cc1ccc(C)c(OCCn2cc(/C=C(\C#N)C(=O)NCc3cccs3)c3ccccc32)c1
    1	1	-2.2	-9	9	23	-6	4	4	3	21
CCCCN1CCNC1=S
    -3	6	0.8	-15	-14	-5	1	13	-2	-1	-5
COc1ccc(C(C)(O)c2nc(-c3ccc(S(C)(=O)=O)cc3)cs2)cc1 (stereo not given)
    nt	5	-1.5	2	-6	14	24	2	nt	-7	-16
CN(CC1CCCO1)S(=O)(=O)c1ccc(C(=O)Nc2ccc([N+](=O)[O-])cc2)cc1 (stereo not given)
    3	3	-2.4	2	1	-4	19	-6	1	-1	6
COc1cc2oc3ccccc3c2cc1N(CC(=O)N1CCCCC1)S(=O)(=O)c1ccc(C)cc1
    -1	8	-1.1	-20	-13	9	-1	0	1	-9	15
Cc1ccc2cccc(S(=O)(=O)Nc3c(C)n(C)n(-c4ccccc4)c3=O)c2n1
    -10	8	-2.6	-5	17	-2	9	2	-5	-3	17
CC(=NC1CCN(Cc2ccccc2)CC1)c1c(O)[nH]c(=O)[nH]c1=O
    0	0	-2.3	-2	-8	-34	-7	3	-1	-4	21
COc1ccc2oc(C(=O)OCc3c(C)noc3C)c(C)c2c1
    0	-7	-0.3	9	-13	-24	-9	3	-5	3	-11
CCO[C@@H]1OC(C(=O)NCc2nc3ccccc3[nH]2)=C[C@H](c2csc3ccccc23)[C@H]1CCCO
    -7	4	-1.3	-20	3	-21	-1	-5	-1	-10	-6
CC(CN1CC(=O)NC(=O)C1)N1CC(=O)NC(=O)C1 (stereo not given)
    11	-1	-1.3	2	-13	-17	-10	-3	9	-1	-30
Cc1ccc(C)c(S(=O)(=O)Nc2cc3c4c(c2)CCN4C(=O)CC3)c1
    -1	-3	0.0	-13	-22	-67	2	-6	-4	-1	16
Nc1nnc(SCc2ccccc2F)n1-c1ccccc1
    0	3	-1.4	11	-7	12	-13	1	1	-5	3
O=C(Nc1cccc(-c2cn3c(n2)SCC3)c1)c1ccc2ccccc2n1
    -22	12	-1.4	-82	-30	-22	-217	-1	-6	-2	-68
COc1ccc(Nc2nc(N)c([N+](=O)[O-])c(NCCO)n2)cc1
    nt	0	-0.3	-9	-22	-3	8	14	nt	-1	9
CNC(=O)NNC(=O)c1csc(-c2ccc(C(F)(F)F)cc2Cl)n1
    -1	-7	-2.5	15	-17	-21	22	3	nt	-15	9
CCOC(=O)C1CCCN(C(=O)c2cccc(S(=O)(=O)N3CCCC3)c2)C1 (stereo not given)
    0	2	0.3	-2	-14	-7	6	3	-13	-4	20
COC(=O)c1ccc2nc(-c3ccco3)c(Cc3ccc(C)cc3)n2c1
    nt	nt	nt	-10	1	-21	-12	39*	nt	3	-26
OCCCNc1ncnc2oc(-c3ccccc3)c(-c3ccccc3)c12
    4	19	0.9	4	-8	19	41	8	4	-3	6
CC(C)N1CCN(CC#Cc2ccccc2)CC1CCO (stereo not given)
    -23	23	3.1	3	-9	-24	-4	-7	-5	-6	14
Cc1cc(OCC(=O)Nc2ccccn2)c2c(C)c(C)c(=O)oc2c1
    1	10	-3.2	-44	-4	-17	36	1	-19	-9	8
Cc1cc(C)n2nc(SCC(=O)NC(=O)c3ccc(OC(F)F)cc3)nc2n1
    -5	17	1.6	9	-10	-14	6	0	-4	-2	8

(listing goes on)
Screens in order – EBV LMP1 NFkB	MC4R antag cAMP	MC4R barr agon	NCOA1 inh	COUP-TFII inh	SRC2 inh	LRH-1 inv ag	ABHD5-PLIN5 inh	TLR9-MyD88 block	NOD2 RIPK2 PPI	NCOA3 inh
COc1cccc(C(=O)NCCS(=O)(=O)N(C)C2CCCCC2)c1
    -2	7	-2.7	-14	9	-16	-4	-1	10	4	3
COc1ccc(Cc2nc3ccc(C(=O)N(C)C(C)c4ccon4)cc3o2)cc1 (stereo not given)
    -10	-5	-2.9	-14	3	1	-29	1	-5	-12	-25
Cc1cc(O)c2c(c1)C(O)(C1OC(CO)C(O)C(O)C1O)c1cccc(O)c1C2=O (stereo not given)
    -1	1	0.0	9	1	5	-13	4	2	1	-3
N#CC1=C(N)N(c2ncn[nH]2)C2=C(C(=O)CCC2)C1c1ccc(F)cc1 (stereo not given)
    -1	15	1.5	1	-14	10	-1	8	3	0	12
Cc1cc(N2CCN(C(=O)c3ccco3)CC2)n2nc(-c3cccc(F)c3)cc2n1
    14	10	-1.1	-10	-11	13	42	12	0	-3	-14

Some of the compounds tested, so the mix of outcomes need not match the whole.
